Screening results as filed in PubChem BioAssay.
CHO-K1 Ca ag – M1 agonist counterscreen hit in parental CHO-K1 cells; actives 0.48% (n = 360,000); activation, % at 3 µM; Fluo-8 calcium fluorescence; scaled to maximal ATP response, vehicle zero; in the data active = activation above about 15%;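 also: untransfected CHO-K1 host cells lacking M1 receptor as counterscreen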
GPR7 antag – antagonists of human GPR7 (neuropeptides B/W receptor 1); P48145; GPR7-expressing cells, fluorescence antagonist assay; inhibition, % at 4.4 µM; actives 1.1% (n = 290,000); in the data active = inhibition above about 16%, passing the limit was not always enough;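 also: cells stimulated with the agonist NPW; 0% = agonist with vehicle and 100% = vehicle without agonist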
Target sequence (P48145 whole entry, looked up): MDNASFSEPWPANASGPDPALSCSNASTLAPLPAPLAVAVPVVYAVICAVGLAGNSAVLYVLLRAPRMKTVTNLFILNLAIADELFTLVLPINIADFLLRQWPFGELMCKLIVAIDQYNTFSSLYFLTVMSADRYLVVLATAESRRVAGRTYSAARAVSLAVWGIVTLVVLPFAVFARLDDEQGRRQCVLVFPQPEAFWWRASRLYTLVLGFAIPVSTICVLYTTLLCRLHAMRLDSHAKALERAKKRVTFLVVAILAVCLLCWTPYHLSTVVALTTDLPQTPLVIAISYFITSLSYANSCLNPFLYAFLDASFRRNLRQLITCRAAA
OXTR ag – agonists of human oxytocin receptor; P30559; CHO-OTR cells, Fluo-8 calcium fluorescence; normalized: DMSO 0%, oxytocin 100%; activation, % at 3 µM; actives 0.32% (n = 320,000); AID 2435;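 active = activation above the mean of all tested compounds plus 3 SD, cutoff set per screening run, cut at about 20% in these data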;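 also: peak over basal fluorescence ratio from a 100 s FLIPR kinetic read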
Target sequence (P30559 whole entry, looked up): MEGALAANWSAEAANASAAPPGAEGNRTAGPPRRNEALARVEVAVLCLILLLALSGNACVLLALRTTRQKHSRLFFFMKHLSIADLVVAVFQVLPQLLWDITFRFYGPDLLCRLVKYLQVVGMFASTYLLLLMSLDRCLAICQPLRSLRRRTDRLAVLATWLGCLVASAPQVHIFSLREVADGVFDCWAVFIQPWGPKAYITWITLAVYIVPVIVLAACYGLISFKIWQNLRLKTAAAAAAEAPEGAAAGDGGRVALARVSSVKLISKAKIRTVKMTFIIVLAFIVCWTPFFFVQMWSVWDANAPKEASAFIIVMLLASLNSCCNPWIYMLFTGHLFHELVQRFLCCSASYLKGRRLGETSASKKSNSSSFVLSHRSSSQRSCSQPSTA
CHO parental Ca – counter-screen for OX1R antagonists: effect in parental CHO cells. parental CHO-K1, ATP-induced calcium, Fluo-8 fluorescence. AID 463079. actives 0.63% (n = 330,000). inhibition, % at 5.6 µM;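 active = inhibition above that plate's mean sample inhibition plus 3 SD, cut at about 26% in these data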;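 also: 0% = ATP-challenged DMSO wells and 100% = DMSO wells without ATP; some compounds past the cut are filed as inactive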
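Test system: untransfected parental CHO cell line; also added: ATP stimulus; dosing: 5.6 µM, single dose; signal: calcium-sensitive Fluo-8 fluorescence; measure: percent inhibition of ATP-evoked calcium rise, normalized to controls; benchmarks: low control ATP plus DMSO, high control DMSO only; replication: one well per compound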
CHO-K1 Ca PAM – nonselective activator or artifact in parental CHO-K1 calcium assay | activation, % at 3 µM | actives 0.02% (n = 360,000) | ATP EC20, Fluo-8 calcium fluorescence; 0% at ATP EC20, 100% at ATP max;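 active = activation above the run cutoff, the mean activation of all test compounds plus 3 SD, cut at about 40% in these data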;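 also: peak over basal fluorescence ratio in a 140 s read after ATP addition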
TAAR1 antag – human TAAR1 antagonism | Q96RJ0 | CHO RD-HGA16 TAAR1, Fluo-8 calcium fluorescence, antagonist | inhibition, % at 3 µM | actives 1.5% (n = 360,000) | AID 624466;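 active = inhibition above a per-plate cutoff, the mean inhibition of test compounds on that plate plus 3 SD, cut at about 49% in these data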;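 also: 0% = DMSO plus EC80 beta-PEA response and 100% = DMSO alone without agonist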
Target sequence (Q96RJ0 whole entry, looked up): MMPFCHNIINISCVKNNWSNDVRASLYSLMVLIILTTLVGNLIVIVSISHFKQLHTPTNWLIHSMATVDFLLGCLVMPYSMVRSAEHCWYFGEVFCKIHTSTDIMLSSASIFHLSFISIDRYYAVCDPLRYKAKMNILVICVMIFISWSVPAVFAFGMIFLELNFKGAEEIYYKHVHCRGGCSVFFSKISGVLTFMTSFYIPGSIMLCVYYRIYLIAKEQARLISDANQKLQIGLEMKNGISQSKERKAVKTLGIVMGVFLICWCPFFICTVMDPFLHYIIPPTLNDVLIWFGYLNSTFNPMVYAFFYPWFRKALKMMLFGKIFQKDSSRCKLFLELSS
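Test system: RD-HGA16 CHO cells with stable hTAAR1 and Gα16 / Probe or stimulus: EC80 β-phenethylamine stimulus / Times: seeding 17-24 h prior, 75-min 37 °C, 30-min RT dye loading / Detection: Fluo-8 calcium-sensitive fluorescence / Read-out basis: % inhibition scaled between DMSO and EC80 PEA controls / Repeats: singlicate, one well per test compound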
V1R ag counter – activates human V1a receptor in oxytocin agonist counter-screen. CHO-V1R cells, Fluo-8 calcium fluorescence, agonist mode; 0% DMSO, 100% 3 nM vasopressin. activation, % at 3 µM. actives 0.25% (n = 320,000). AID 2797;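 active = activation above the mean activation of all tested compounds plus 3 SD, per screening run, cut at about 20% in these data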;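 also: signal is peak over basal fluorescence ratio across a 100 second FLIPR read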
CHO-K1 Ca antag – nonselective inhibitor or artifact in parental CHO-K1 cells; ATP-induced calcium, Fluo-8 fluorescence; inhibition, % at 3 µM; actives 0.6% (n = 360,000); AID 602250;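 active = inhibition above a per-plate cutoff, the plate's mean sample inhibition plus 3 SD, cut at about 24% in these data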;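 also: 0% = DMSO plus EC80 ATP and 100% = DMSO alone without ATP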
OXTR potentiator – human OXTR potentiation; actives 0.061% (n = 320,000); activation, % at 3 µM; CHO-OTR cells, Fluo-8 calcium fluorescence, potentiator mode; 0% = oxytocin EC15, 100% = EC100;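 active = activation above that plate's cutoff, the mean activation of tested compounds plus 3 SD, cut at about 6.6% in these data, passing the limit was not always enough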;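 also: 100% uses oxytocin at 75 nM as the full agonist control; some results filed as inactive read as strong as hits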
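assay system = CHO-OTR cells, human receptor | schedule = compound 6 min at room temperature before oxytocin, 100 s read | detection = Fluo-8 intracellular calcium fluorescence, ex 470-495, em 515-575 nm | evaluation = normalized max/min fluorescence ratio, % activation | control set = EC15 oxytocin alone as 0%, 75 nM oxytocin (EC100) as 100%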
Starred values were filed as active, the others as inactive.

`CCOC(=O)COc1ccc(S(=O)(=O)Nc2ccc3c(c2)OCCO3)cc1` gave CHO-K1 Ca ag 10.0, GPR7 antag 1, OXTR ag 12, CHO parental Ca 1, CHO-K1 Ca PAM -9, TAAR1 antag 20, V1R ag counter 10, CHO-K1 Ca antag 12 and OXTR potentiator -12.
Screening CSc1ccc(CNC(=O)C2CCC(=O)N(CCc3cccc(F)c3)C2)cc1 (stereo unspecified) returned CHO-K1 Ca ag 2.1, GPR7 antag 3, OXTR ag 4.3, CHO parental Ca -28, CHO-K1 Ca PAM 5, TAAR1 antag 8, V1R ag counter 5.9, CHO-K1 Ca antag -10 and OXTR potentiator -5.
For CCc1ccc(S(=O)(=O)NCC(O)COc2ccc(OC)cc2)cc1 (stereo unspecified) the results were CHO-K1 Ca ag 5.6, GPR7 antag -14, OXTR ag 3.8, CHO parental Ca -14, CHO-K1 Ca PAM 0, TAAR1 antag 27, V1R ag counter 3.7, CHO-K1 Ca antag 0 and OXTR potentiator -9.
`COc1ccc(NC(=O)c2ccc(NC(=O)CN3CCN(c4ccccc4OC)CC3)cc2)cc1` gave CHO-K1 Ca ag 4.6, CHO-K1 Ca PAM 8, TAAR1 antag 11 and CHO-K1 Ca antag -6.
For O=C1CN(C(=O)c2ccccc2Br)C(c2ccc(F)cc2)c2cc(F)ccc2N1 (stereo unspecified) the results were CHO-K1 Ca ag 9.7, GPR7 antag -3, OXTR ag 5.4, CHO parental Ca -21, CHO-K1 Ca PAM -4, TAAR1 antag 8, V1R ag counter 9.6, CHO-K1 Ca antag 13 and OXTR potentiator -6.
Screening CCOC(=O)CCc1c(C(=O)OCC)[nH]c(CC)c1C(=O)OCc1ccccc1 returned CHO-K1 Ca ag 2.3, GPR7 antag -9, OXTR ag -2.1, CHO parental Ca -7, CHO-K1 Ca PAM 1, TAAR1 antag 44, V1R ag counter -0.2, CHO-K1 Ca antag 1 and OXTR potentiator -4.
CC1CN(C(=O)CSc2nc(N)cc(N)n2)CC(C)O1 (stereo unspecified) was read as CHO-K1 Ca ag 0.4, OXTR ag 2.4, CHO parental Ca -2, CHO-K1 Ca PAM -4, TAAR1 antag 3, V1R ag counter 1.1, CHO-K1 Ca antag -4 and OXTR potentiator -10.
O=C(CN(C(=O)c1csnn1)c1ccc(Cl)cc1)NC1CCCC1 was read as CHO-K1 Ca ag 0.6, GPR7 antag 0, OXTR ag -1.3, CHO parental Ca -2, CHO-K1 Ca PAM 13, TAAR1 antag -7, V1R ag counter -0.2, CHO-K1 Ca antag -10 and OXTR potentiator -6.
CCN(C[C@H]1N[C@@](CC)(C(=O)OC)[C@H]2C(=O)N(Cc3ccccc3)C(=O)[C@@H]12)S(=O)(=O)c1ccccc1 was read as CHO-K1 Ca ag 2.4, OXTR ag -0.5, CHO parental Ca -19, CHO-K1 Ca PAM -2, TAAR1 antag 16, V1R ag counter -0.4, CHO-K1 Ca antag -13 and OXTR potentiator -9.
C#CCN1C(=O)S/C(=C\c2ccc(N3CCOCC3)cc2C)C1=O was read as CHO-K1 Ca ag 2.7, GPR7 antag -1, OXTR ag -0.1, CHO parental Ca 7, CHO-K1 Ca PAM 22, TAAR1 antag 7, V1R ag counter 4.4, CHO-K1 Ca antag -5 and OXTR potentiator -4.
For O=C(CSc1nnc(NC(=O)C2CC(=O)N(c3ccc(F)cc3)C2)s1)NC1CCCC1 (stereo unspecified) the results were CHO-K1 Ca ag 1.0, GPR7 antag -10, OXTR ag -0.4, CHO parental Ca -9, CHO-K1 Ca PAM 6, TAAR1 antag 3, V1R ag counter 1.1, CHO-K1 Ca antag -10 and OXTR potentiator -4.
Screening CCOc1ccc(NC(=O)NCc2cccn2C)cc1 returned CHO-K1 Ca ag 0.0, GPR7 antag -5, OXTR ag -1.0, CHO parental Ca -8, CHO-K1 Ca PAM -12, TAAR1 antag -25, V1R ag counter 1.2, CHO-K1 Ca antag -9 and OXTR potentiator -2.
Screening CCn1c(-c2csc3c2CCC(C)C3)n[nH]c1=S (stereo unspecified) returned CHO-K1 Ca ag 2.2, GPR7 antag -11, OXTR ag -2.6, CHO parental Ca 1, CHO-K1 Ca PAM 22, TAAR1 antag -4, V1R ag counter 0.7, CHO-K1 Ca antag -9 and OXTR potentiator -9.
Screening CSc1cccc(NC(=S)N(Cc2ccccc2)Cc2ccccn2)c1 returned CHO-K1 Ca ag 1.4, GPR7 antag 12, OXTR ag -1.6, CHO parental Ca -22, CHO-K1 Ca PAM 18, TAAR1 antag 9, V1R ag counter -0.8, CHO-K1 Ca antag -17 and OXTR potentiator -26.
Screening COc1cc(OC)cc(C(=O)NC(=S)NCc2ccco2)c1 returned CHO-K1 Ca ag -0.4, GPR7 antag -10, OXTR ag -1.2, CHO parental Ca -18, CHO-K1 Ca PAM 22, V1R ag counter -0.8, CHO-K1 Ca antag -12 and OXTR potentiator -2.
O=C(OCC(O)CN1CCCCC1)C12CC3CC(CC(C3)C1)C2 (stereo unspecified) was read as CHO-K1 Ca ag 1.2, GPR7 antag 9, OXTR ag 1.8, CHO parental Ca -4, CHO-K1 Ca PAM 27, TAAR1 antag 12, V1R ag counter 1.5, CHO-K1 Ca antag -15 and OXTR potentiator 7.
Screening O=C(Nc1ccc(Br)cc1)Nn1cnnc1 returned CHO-K1 Ca ag 2.6, GPR7 antag 1, OXTR ag 0.3, CHO parental Ca 4, CHO-K1 Ca PAM 2, TAAR1 antag -7, V1R ag counter 1.5, CHO-K1 Ca antag 0 and OXTR potentiator -5.
For Cc1cc(OCc2n[nH]c(=S)n2-c2ccccc2)ccc1Cl the results were CHO-K1 Ca ag 0.2, GPR7 antag 0, OXTR ag 2.1, CHO parental Ca 0, CHO-K1 Ca PAM 2, TAAR1 antag -12, V1R ag counter 2.5, CHO-K1 Ca antag -10 and OXTR potentiator -6.
Screening CCOc1ccc(C(=O)OCC(=O)N(Cc2ccccc2)Cc2ccccc2)cc1OC returned CHO-K1 Ca ag 0.2, OXTR ag 0.3, CHO parental Ca -16, CHO-K1 Ca PAM 20, TAAR1 antag 9, V1R ag counter 1.4, CHO-K1 Ca antag -5 and OXTR potentiator -8.
`COC(=O)Cn1c2ccc(OC)cc2c2nc3ccccc3nc21` gave CHO-K1 Ca ag 0.9, GPR7 antag -6, OXTR ag 0.2, CHO parental Ca -2, CHO-K1 Ca PAM 27, TAAR1 antag -2, V1R ag counter -0.2, CHO-K1 Ca antag -12 and OXTR potentiator 6.
For O=C(c1cc(S(=O)(=O)N2CCOCC2)ccc1F)N1CCN(Cc2ccccc2)CC1 the results were CHO-K1 Ca ag 0.6, GPR7 antag -10, OXTR ag 1.3, CHO parental Ca -12, CHO-K1 Ca PAM 9, TAAR1 antag 23, V1R ag counter -0.2, CHO-K1 Ca antag -9 and OXTR potentiator -5.
`COC1=C(Nc2ccccc2)C(=O)c2ccccc2C1=O` gave CHO-K1 Ca ag 11, GPR7 antag -3, OXTR ag -2.4, CHO parental Ca -3, CHO-K1 Ca PAM 22, TAAR1 antag -20, V1R ag counter -0.3, CHO-K1 Ca antag -1 and OXTR potentiator -1.
Screening COc1ccccc1CNC(=O)C1CCC(CNS(=O)(=O)c2ccc(F)cc2)CC1 (stereo unspecified) returned CHO-K1 Ca ag 0.9, GPR7 antag 8, OXTR ag 0.8, CHO parental Ca -22, CHO-K1 Ca PAM 5, TAAR1 antag 5, V1R ag counter 2.9, CHO-K1 Ca antag 0 and OXTR potentiator -9.
For COc1cc(OC)cc(-c2oc(=O)c3cc(OC)c(OC)cc3c2C#CCCCO)c1 the results were CHO-K1 Ca ag -0.2, OXTR ag 0.9, CHO parental Ca -8, CHO-K1 Ca PAM 6, TAAR1 antag 9, V1R ag counter 0.3, CHO-K1 Ca antag 2 and OXTR potentiator -6.

Continued; it opens with the 2 that closed the last part.
Screening COc1ccccc1CNC(=O)C1CCC(CNS(=O)(=O)c2ccc(F)cc2)CC1 (stereo unspecified) returned CHO-K1 Ca ag 0.9, GPR7 antag 8, OXTR ag 0.8, CHO parental Ca -22, CHO-K1 Ca PAM 5, TAAR1 antag 5, V1R ag counter 2.9, CHO-K1 Ca antag 0 and OXTR potentiator -9.
For COc1cc(OC)cc(-c2oc(=O)c3cc(OC)c(OC)cc3c2C#CCCCO)c1 the results were CHO-K1 Ca ag -0.2, OXTR ag 0.9, CHO parental Ca -8, CHO-K1 Ca PAM 6, TAAR1 antag 9, V1R ag counter 0.3, CHO-K1 Ca antag 2 and OXTR potentiator -6.
Screening COc1ccc(CN(CC2CCCO2)C(=O)c2cc3sccc3n2C)c(OC)c1 (stereo unspecified) returned CHO-K1 Ca ag 1.0, GPR7 antag 3, OXTR ag -0.9, CHO parental Ca -18, CHO-K1 Ca PAM 19, TAAR1 antag 8, V1R ag counter 2.1, CHO-K1 Ca antag -1 and OXTR potentiator -12.
Cc1cc(C)nc(N/N=C/c2ccccc2OCc2cccc(Br)c2)n1 was read as CHO-K1 Ca ag 0.5, GPR7 antag 3, OXTR ag -2.7, CHO parental Ca -20, CHO-K1 Ca PAM -7, TAAR1 antag 34, V1R ag counter -1.4, CHO-K1 Ca antag 6 and OXTR potentiator -7.
`Cc1ccc(Cn2cc(SCC(=O)Nc3nccs3)c3ccccc32)cc1` gave CHO-K1 Ca ag 0.2, GPR7 antag 22, OXTR ag -0.9, CHO parental Ca -2, CHO-K1 Ca PAM -11, TAAR1 antag -5, V1R ag counter 0.7, CHO-K1 Ca antag 18 and OXTR potentiator -5.
For CC1(OC(=O)CCc2ccccc2)C(=O)C=C2C=C(C3CC3)OC=C2C1=O (stereo unspecified) the results were OXTR ag 0.4, CHO parental Ca -13, V1R ag counter 1.1 and OXTR potentiator -1.
For Cc1ccc(S(=O)(=O)N2CCN(C(=O)c3ccc4nc[nH]c4c3)CC2)cc1 the results were CHO-K1 Ca ag 0.9, OXTR ag -0.8, CHO parental Ca -6, CHO-K1 Ca PAM -11, TAAR1 antag 2, V1R ag counter -0.3, CHO-K1 Ca antag 6 and OXTR potentiator -8.
`CC(C)(C)c1ccc(C(=O)NCC(=O)OCC(=O)N2CCCC2)cc1` gave CHO-K1 Ca ag 0.5, OXTR ag 1.8, CHO parental Ca 8, CHO-K1 Ca PAM 10, TAAR1 antag -10, V1R ag counter 1.5, CHO-K1 Ca antag 1 and OXTR potentiator -7.
Screening O=C1[C@@H]2C(Cc3ccc(O)cc3)NC3(C(=O)Nc4ccc(F)cc43)[C@@H]2C(=O)N1c1ccccc1 (stereo partly specified) returned CHO-K1 Ca ag 0.3, GPR7 antag 1, OXTR ag 1.6, CHO parental Ca 0, CHO-K1 Ca PAM 16, TAAR1 antag -1, V1R ag counter -0.1, CHO-K1 Ca antag -12 and OXTR potentiator -14.
